Measles CPE – protection of cells from measles virus. AID 841. protection (pct of control), % at 4 µM. Measles virus-infected cells, CPE protection, absorbance. hit rate 1.5% among 140,000; in the data active = protection mostly above about 24%, no sharp cut-off; inactive = mostly below about 26%; note: some compounds called inactive have numbers as strong as hits
NPY-Y2 antag – blocks the human neuropeptide Y Y2 receptor. inhibition, % at 2.7 µM. NPY-Y2 expressing cells, antagonist mode. hit rate 0.99% among 140,000. P49146; in the data active = inhibition above about 17%;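 note: 0% = vehicle with agonist challenge and 100% = reference antagonist with challenge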
Target sequence (P49146 whole entry, looked up): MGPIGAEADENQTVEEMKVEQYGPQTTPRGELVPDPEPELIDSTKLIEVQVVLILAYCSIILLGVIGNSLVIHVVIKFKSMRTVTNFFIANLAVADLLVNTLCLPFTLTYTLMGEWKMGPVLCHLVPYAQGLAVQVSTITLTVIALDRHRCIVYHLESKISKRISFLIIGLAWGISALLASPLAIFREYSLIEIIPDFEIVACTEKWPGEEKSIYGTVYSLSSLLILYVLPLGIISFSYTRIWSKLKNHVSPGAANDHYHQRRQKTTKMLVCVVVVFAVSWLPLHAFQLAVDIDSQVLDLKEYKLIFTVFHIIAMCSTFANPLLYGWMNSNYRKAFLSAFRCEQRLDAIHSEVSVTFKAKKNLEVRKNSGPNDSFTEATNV
Yeast lifespan up – yeast lifespan extension; S. cerevisiae growth with nicotinamide, OD615; deaD strain in restrictive glucose medium; inhibition of the nicotinamide effect, % at 10 µM; hit rate 0.68% among 130,000; AID 775;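 active = inhibition above a set limit, placed 3 SD over the median of all compounds, cut at about 26% in these data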;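 note: 0% = nicotinamide-treated wells and 100% = cells grown without nicotinamide; some compounds called inactive have numbers as strong as hits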
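assay system = DeaD-strain S. cerevisiae | buffer or medium = restrictive glucose medium | reagent = 1.5 mM nicotinamide | compound = 10 µM single point, 0.25% DMSO | incubation = 48 h compound exposure at 30 °C, humidified | signal = OD615 measurement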
Phagocyt inh – macrophage phagocytosis inhibition | hit rate 0.07% among 110,000 | inhibition, % at 5 µM | AID 1029 | J774A.1 macrophage IgG-bead phagocytosis, imaging;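 active = inhibition above the mean of the plate negative controls plus 5 SD, cut at about 13% in these data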;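 note: phagocytic index as fraction of beads internalized from green versus red external bead signal; plate controls were DMSO negative control for no effect and cytochalasin-D positive control for full effect; some results beyond the cut were filed as inactive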
BB579 growth dn – yeast BB579 growth reduction in restrictive medium | AID 804 | S. cerevisiae BB579 growth, OD615, 48 h | hit rate 0.51% among 140,000 | inhibition, % at 10 µM;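 active = inhibition above a set limit, 3 SD over the mean compound inhibition, cut at about 44% in these data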; note: inactives centre near -24
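test system = yeast BB579 (DeaD) | buffer or medium = restrictive CSMM-D medium | doses = single compound dose of 10 µM, 0.25% DMSO final | times = 4 h preincubation and 48 h exposure at 30 °C | technique = culture absorbance at 615 nm | benchmarks = amphotericin B 10 µg/mL, positive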
bCat KO growth – beta-catenin-lacking colon tumor cell growth suppression; HCT116 beta-catenin knockout viability, CellTiter-Glo, 60 h; active compounds read low; viability, % at 10 µM; hit rate 1.5% among 140,000;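 active = viability at or under a set limit, the compound median less 4 SD, cut at about 6% in these data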;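 note: 0% = Hyamine 1622 control at 20 µM and 100% = untreated cell control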
MRP-1 activ – activates MRP-1 | AID 799 | H69AR cells + doxorubicin, viability rescue, CellTiter-Glo | hit rate 0.61% among 140,000 | viability increase, % at 10 µM;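 active = viability gain under doxorubicin at or above a set limit, the compound median plus 3 SD, cut at about 4.7% in these data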;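 note: MRP-1 overexpressing cells given doxorubicin 25 µM after compound pretreatment; 18-22 h compound pretreatment then 72 h with doxorubicin before readout; 0% = doxorubicin-only wells and 100% = vehicle-treated cells without doxorubicin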
GALR2 blocker – blocks the human galanin receptor 2; GALR2-expressing cells, antagonist mode; inhibition, % at 4 µM; hit rate 0.39% among 140,000; AID 828; in the data active = inhibition above about 27%;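 note: cells stimulated with galanin 1-16 at roughly its EC80; 0% = agonist challenge control and 100% = basal control without agonist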
Target sequence (O43603 whole entry, looked up): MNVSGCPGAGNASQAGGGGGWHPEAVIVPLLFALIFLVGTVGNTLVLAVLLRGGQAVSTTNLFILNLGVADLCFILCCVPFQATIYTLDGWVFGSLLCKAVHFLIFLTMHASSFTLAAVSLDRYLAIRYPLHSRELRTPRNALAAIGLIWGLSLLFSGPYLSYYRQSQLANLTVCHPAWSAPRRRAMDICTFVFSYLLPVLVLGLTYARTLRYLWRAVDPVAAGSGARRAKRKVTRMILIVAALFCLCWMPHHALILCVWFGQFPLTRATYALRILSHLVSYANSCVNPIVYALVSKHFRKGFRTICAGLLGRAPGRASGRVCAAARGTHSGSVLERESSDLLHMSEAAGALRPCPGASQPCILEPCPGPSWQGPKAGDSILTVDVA
E-sel TNF inh – TNF alpha driven E-selectin expression inhibition; HUVEC TNFa-induced E-selectin immunofluorescence, high content; inhibition, % at 2 µM; hit rate 0.71% among 120,000; AID 1246;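 active = inhibition above the batch mean plus 3 SD, and confirmed as a hit on visual image review, cut at about 43% in these data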;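 note: 0% = TNF-stimulated DMSO wells and 100% = unstimulated control wells; not every result past the cut was called active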
PTEN del growth – suppresses growth of cells with PTEN deletion; AID 827; HCT116 PTEN-null viability, CellTiter-Glo, 60 h; active compounds read low; hit rate 1.2% among 140,000; viability, % at 10 µM;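 active = viability at or below a set limit, 4 SD under the median of all tested compounds, cut at about 3.7% in these data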;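 note: PTEN knockout HCT116 line with beta catenin targeted HCT116 as companion control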
The depositor's hits bear a star; . = not tested or not shown.

SMILES	Measles CPE	NPY-Y2 antag	Yeast lifespan up	Phagocyt inh	BB579 growth dn	bCat KO growth	MRP-1 activ	GALR2 blocker	E-sel TNF inh	PTEN del growth
Cc1ccc(C2C(C(=O)c3sc(C)nc3C)=C(O)C(=O)N2CCN(C)C)o1 (centres undefined)	30	2	-6	0	-14	99	-1.2	-13	-7	98
O=C(Cc1ccccc1)Nc1nonc1NC(=O)c1ccccc1	16	6	-3	0	-23	85	0.3	4	-11	99
CCCn1c(SCc2ccon2)nc2ccccc2c1=O	12	5	-7	0	-29	94	-3.0	-11	-2	94
Cc1ccnc(N2CCC(C(=O)NNC(=O)COc3cccc4ccccc34)CC2)n1	5	6	-2	-4	-3	107	-0.9	9	34	97
CC(=O)c1ccc2c3c(cccc13)CC2	5	4	35	0	-10	108	0.6	-4	13	105
CCOC(=O)CSc1nc2c(c(=O)n1-c1ccc(OC)cc1)SCC2	19	2	-8	0	-6	103	-1.1	2	-18	87
CC(C)OC(=O)/C(=C\c1cccc2ccccc12)NC(=O)c1ccccc1	17	7	-1	-16	9	92	-1.6	-9	.	92
COc1ccc(NS(=O)(=O)c2ccc(NC(=S)NC(=O)c3ccc(F)cc3)cc2)nn1	8	1	-2	-11	-14	102	-1.6	4	.	107
C=CCNC(=S)NNC(=O)c1cccn(Cc2ccc(Cl)cc2)c1=O	2	3	-24	.	-16	87	-2.4	-20	21	80
Cc1cc(/C=C2/NC(=O)N(c3ccccc3)C2=O)c(C)n1-c1cccnc1	11	2	-1	-1	-41	79	-0.2	2	.	80
O=C(O)Cc1csc2ccccc12	2	4	0	-2	-8	105	-0.6	12	-20	104
Cc1ccc(-c2noc(COc3ccccc3C)n2)cc1	7	14	-13	0	-10	99	0.2	-19	-8	100
CCOc1ccccc1NS(=O)(=O)c1cccs1	4	-1	-21	1	-46	93	-1.4	12	16	90
Cc1c(/C=N/n2cnnc2)c2ccccc2n1CCOc1ccccc1	13	2	-8	0	-17	94	-2.5	-14	.	101
COc1ccc(-c2ccc(=O)n(Cc3cc(=O)n4ccccc4n3)n2)cc1	32*	1	-8	0	-14	99	-3.3	-15	12	93
COc1ccc(C(=O)NC(=S)NNC(=O)c2cnccn2)cc1OC	1	0	-5	-13	90*	7	-2.4	-7	.	6
CC(C)NC(=S)Nc1ccc2nc3n(c(=O)c2c1)CCCCC3	3	2	2	-4	-58	90	-3.0	11	10	92
Cc1ccc(NC(=O)C2CC(=O)n3c(nc4ccccc43)N2)cc1 (centres undefined)	5	1	-3	.	-30	97	-2.6	-7	-2	80
Cn1cc(S(=O)(=O)CC(=O)Nc2ccc3c(c2)OCCO3)c2ccccc21	19	-3	.	.	-11	100	0.2	-8	-30	104
COC(=O)c1ccc(O)c(Sc2cc(C(=O)OC)ccc2O)c1	13	5	-8	-1	-20	92	-1.9	6	0	95
Cc1ccc(N2C(=O)C3NN=C(C(=O)OCc4ccccc4)C3C2=O)c(C)c1 (centres undefined)	5	5	2	.	-42	92	0.9	16	.	92
O=C(O)c1ccc(CN2C(=O)CSC2=S)cc1	10	2	18	0	-16	62	-1.8	2	13	57
CCC(C)Nc1nc(SC(C(C)=O)C(C)=O)nc(N(C)C)n1 (centres undefined)	14	3	4	0	-15	95	-2.5	4	-23	89
CCOC(=O)C1=C(C)NC(=O)NC1c1ccc2c(c1)OCCO2 (centres undefined)	20	4	-3	0	0	105	-2.6	7	3	101
COc1cc(C(C)=O)ccc1Oc1ncnc2c1cnn2-c1ccccc1	2	1	2	-5	-27	95	0.6	9	7	97

The results go on.
SMILES	Measles CPE	NPY-Y2 antag	Yeast lifespan up	Phagocyt inh	BB579 growth dn	bCat KO growth	MRP-1 activ	GALR2 blocker	E-sel TNF inh	PTEN del growth
C[C@@H](C[C@@H](O)[C@H](O)C(C)(C)O)[C@@H]1CC[C@]2(C)C3=CC[C@H]4C(C)(C)C(=O)CC[C@]4(C)[C@H]3CC[C@@]12C	4	1	9	.	-27	11	-4.8	-16	2	26
O=C(CSc1ccc(-c2nc3ccccc3[nH]2)cn1)N1CCN(C(=O)c2ccco2)CC1	11	1	5	-3	-49	33	-1.3	11	-5	34
CN(C)c1ccc(CNC(=O)c2ccc(CNc3c(N4CCCCC4)c(=O)c3=O)cc2)cc1	9	1	0	0	-13	91	-1.8	-1	17	87
CN(C)S(=O)(=O)c1ccc(C(=O)OCC(=O)Nc2ccccc2OC(F)F)cc1	4	0	-7	-1	-14	103	-0.6	-2	-6	88
CCOc1ccc(-n2c(SC(C)C)nc3c(c2=O)SCC3)cc1	15	2	-1	-2	-68	92	-0.5	-5	-18	94
O=C(CSc1nc(Nc2ccccc2)nc(N2CCOCC2)n1)Nc1ccc2c(c1)OCCO2	10	2	8	0	-31	35	0.6	3	-34	28
COc1ccccc1Oc1ccc2c(c1)C(=O)N(c1ccc(Br)c3cccnc13)C2=O	4	1	-9	-2	-13	89	-2.8	14	.	99
CC(C)Cn1c(C(C)C)nc([N+](=O)[O-])c1Sc1ccc(Cl)cn1	17	0	.	.	-19	77	-7.2	4	-23	63
CCn1c(=O)n(CC)c2cc(S(=O)(=O)Nc3ccccc3C)c(C)cc21	6	1	29	-2	-24	15	-1.1	-1	-14	16
CCOC(=O)c1nnn(-c2nn3nnnc3c3ccccc23)c1C	6	1	-24	0	-8	72	-4.9	-1	2	66
COCCn1c(SCC(=O)Nc2ccc(C)cc2)nc2c(oc3ccccc32)c1=O	3	1	85*	-3	-36	45	-6.1	11	.	48
COC(=O)c1cc(Cl)c(NC(=O)/C=C/c2ccc(Cl)cc2Cl)cc1OC	30	5	0	0	-31	62	-2.1	0	-23	57
Cc1cc(C)cc(C(=O)N2CC(C)OC(C)C2)c1 (centres undefined)	16	1	-3	0	-21	83	-3.1	-14	13	83
CN(C)S(=O)(=O)c1cccc(NC(=O)CCNC(=O)c2ccccc2Cl)c1	9	2	2	-5	-39	93	0.3	7	.	99
CN(CCNC(=O)C1(O)c2ccccc2NC(=O)N1c1ccccc1)Cc1ccccc1 (centres undefined)	8	2	3	-4	-14	86	-3.0	19	.	86
Cc1cc(C(=O)NNC(=S)NC(C)c2ccccc2)cs1 (centres undefined)	4	5	-4	-2	2	88	-1.8	8	.	104
c1coc(CNc2ncnc3c2oc2ccccc23)c1	6	2	-22	-1	-27	81	-1.4	-4	.	88
COC(=O)c1c(-c2ccccc2)csc1NC(=O)c1ccco1	26	4	-8	0	1	91	-0.2	-5	71*	101
COCCNC(=O)c1cc2sc3ccccc3c2s1	4	2	-22	-1	10	101	1.9	-11	-40	90
Cc1c(NC(=O)CN2CCN(c3ccccc3)CC2)c(=O)n(-c2ccccc2)n1C	48	-2	-9	.	-25	112	0.1	-2	-11	84
O=C(Nc1ccc2sccc2c1)c1ccc(Cl)s1	13	-1	-4	-1	-44	91	-2.8	19	-6	94
Nc1ccc(C(=O)N2CCCC2)cc1	7	3	.	.	-42	87	-0.3	9	-8	102
CSc1nncn1/N=C/c1cc(Cl)ccc1F	.	-2	-15	-2	-36	105	-1.9	5	-15	87
CC(NC(=O)c1ccncc1)C(C)(C)C (centres undefined)	10	2	-4	.	12	93	-1.7	-19	7	88
CCC1(c2ccc(Cl)cc2)NC(=S)N(c2ccc(C)cc2)N1 (centres undefined)	3	-1	-3	.	-52	96	-2.6	-2	-6	90

(more compounds)
SMILES	Measles CPE	NPY-Y2 antag	Yeast lifespan up	Phagocyt inh	BB579 growth dn	bCat KO growth	MRP-1 activ	GALR2 blocker	E-sel TNF inh	PTEN del growth
Cc1ccnc(NC(=O)CCC(=O)N(CC(=O)NCC2CCCO2)Cc2ccc(F)cc2)c1 (centres undefined)	4	-1	-1	0	-11	100	-1.4	2	-11	99
CCn1cc(S(=O)(=O)CC(=O)NC2CCCCC2)c2ccccc21	19	-1	-2	1	-43	99	-1.3	-1	.	95
c1cncc(-c2nn3c(Cn4nnc5ccccc54)nnc3s2)c1	27	2	-4	-2	-39	93	-2.7	12	0	94
CC1(C)Cc2c(c(-c3ccco3)nc3sc4c(NCCN5CCOCC5)ncnc4c23)CO1	7	8	-6	5	-9	1.6*	-5.5	6	.	1.4*
COc1ccc(-c2noc(CSc3nc4ccccc4c(=O)n3-c3ccccc3)n2)cc1OC	10	3	-9	.	-75	78	0.1	11	-30	81
COc1cccc(/C=N\n2c(C)nnc2C)c1OC	10	-1	0	-4	-36	98	-4.7	-3	12	95
COc1ccc(O)c(/C=N\NC(=O)CCn2nnc3ccccc32)c1	11	5	1	1	-34	34	-0.6	16	-22	42
O=C(CN1CCN(c2ccc(F)cc2)CC1)Nc1ccc(-n2cnnn2)cc1	16	2	-3	.	-35	83	-3.0	-22	14	85
O=C(c1cccc(NS(=O)(=O)c2ccc(F)c(F)c2)c1)N1CCN(C(c2ccccc2)c2ccccc2)CC1	4	-2	2	-7	-3	86	-1.9	-8	.	78
C/C(=N\O)C1/C(=N/O)CC2C1C2(C)C (centres undefined)	7	3	-10	-2	-15	96	1.0	6	8	97
CCCOc1ccc(NC(N)=O)cc1OCCC	26	2	-1	0	-29	89	-1.8	-12	.	84
CC(C)c1nccn1S(=O)(=O)c1cc(Cl)ccc1Cl	8	2	-5	-4	12	106	-2.4	-9	-19	96
O=C(NCc1nnc2c3ccccc3c(-c3ccccc3)nn12)c1ccccc1Cl	22	8	-4	-7	-15	58	0.0	-15	.	62
CCOC(=O)CCC(NC(=O)CCCCCCCCC(=O)NC(CCC(=O)OCC)C(=O)OCC)C(=O)OCC (centres undefined)	5	0	4	0	-2	97	-0.7	17	-15	93
CCN1CCc2c(C#N)c(N3CCOCC3)nc(N3CCOCC3)c2C1	6	2	1	-2	-20	89	-1.5	-5	14	97
Cc1cccc(NCc2ccccc2OCc2ccccc2F)c1	7	5	-1	-5	-6	76	2.4	9	.	76
C=CCNc1nc(C)c(C(C)=O)cc1C#N	0	-1	-13	0	-15	104	-0.1	-3	.	100
COCCNC(=O)c1cc(-c2ccc(Cl)c(Cl)c2)on1	9	15	-14	2	2	68	0.9	-2	18	60
Cc1ccc(OCC(=O)Nc2cc(S(=O)(=O)N3CCCCC3)ccc2C)c([N+](=O)[O-])n1	6	2	-4	3	-16	93	-0.3	-19	.	88
O=C(CCNC(=O)c1ccccc1Cl)Nc1cc(C(F)(F)F)ccc1Cl	10	1	-4	-5	-20	88	0.5	4	5	92
CCSCCNC(=O)c1cncc(Br)c1	5	1	-12	-1	7	105	-1.8	-3	-6	102
O=C(O)CN1C(=O)SC(Nc2ccc(Cl)cc2)C1=O (centres undefined)	9	2	-4	-1	4	100	-3.2	-4	25	103
c1ccc(N2CCN(Cc3ccsc3)CC2)nc1	12	1	1	0	-16	102	0.0	4	-9	98
CC(=O)CCc1oc2ccc(NC(C)=O)cc2c1-c1ccc(C)o1	8	3	-14	2	13	94	-1.3	-9	.	84
CCOC(=O)C1=C(C)N(c2ccccc2)C(=O)C1CC(=O)O (centres undefined)	5	0	-7	-1	-17	102	-2.1	-9	.	91

Screening data deposited in PubChem BioAssay by several laboratories.
